# High-throughput results (PubChem BioAssay)
# IDE act – activators of human insulin-degrading enzyme in cells; AID 493087; activation, % at 5.96 µM; P14735; hit rate 0.073% among 340,000; HEK cells, FAbeta-B cleavage, fluorescence polarization; 0% vehicle, 100% cell-free pure enzyme wells;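 active means activation above the mean of all tested compounds plus 3 SD, set per screening campaign, cut at about 17% in these data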
# Target sequence (P14735 whole entry, looked up): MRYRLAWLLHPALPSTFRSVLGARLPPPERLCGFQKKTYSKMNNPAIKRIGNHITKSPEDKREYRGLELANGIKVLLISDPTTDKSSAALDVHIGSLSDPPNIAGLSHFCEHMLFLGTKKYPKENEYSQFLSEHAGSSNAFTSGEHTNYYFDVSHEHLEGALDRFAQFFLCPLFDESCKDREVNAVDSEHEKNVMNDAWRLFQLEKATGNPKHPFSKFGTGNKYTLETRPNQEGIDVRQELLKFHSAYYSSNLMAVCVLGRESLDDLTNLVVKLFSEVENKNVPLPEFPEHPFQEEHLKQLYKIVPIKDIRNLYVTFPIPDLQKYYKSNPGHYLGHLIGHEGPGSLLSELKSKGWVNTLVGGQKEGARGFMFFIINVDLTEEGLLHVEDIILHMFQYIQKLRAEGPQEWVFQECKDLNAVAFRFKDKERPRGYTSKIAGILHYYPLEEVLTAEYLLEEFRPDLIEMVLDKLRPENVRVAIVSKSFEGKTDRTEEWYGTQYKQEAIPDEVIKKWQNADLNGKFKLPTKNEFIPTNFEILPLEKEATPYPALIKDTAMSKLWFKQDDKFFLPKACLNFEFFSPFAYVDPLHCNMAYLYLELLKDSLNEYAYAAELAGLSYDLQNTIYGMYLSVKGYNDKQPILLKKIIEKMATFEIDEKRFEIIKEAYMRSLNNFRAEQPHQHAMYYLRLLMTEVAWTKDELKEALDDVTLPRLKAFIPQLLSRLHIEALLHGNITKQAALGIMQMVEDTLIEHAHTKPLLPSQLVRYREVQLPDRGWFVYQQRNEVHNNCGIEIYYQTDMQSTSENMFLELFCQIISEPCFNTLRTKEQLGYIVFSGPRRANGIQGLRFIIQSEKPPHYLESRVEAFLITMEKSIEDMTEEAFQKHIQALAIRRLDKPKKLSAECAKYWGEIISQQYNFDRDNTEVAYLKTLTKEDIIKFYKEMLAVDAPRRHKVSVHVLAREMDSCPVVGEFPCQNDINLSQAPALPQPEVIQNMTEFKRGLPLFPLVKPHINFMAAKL
# SUMO HTRF inh – SUMOylation inhibition | P63279 | HTRF SUMOylation assay, SAE1/SAE2 + UBC9, in vitro | inhibition, % at 35 µM | hit rate 0.36% among 290,000; in the data active means inhibition above about 50%, passing the limit was not always enough; further: strong numbers were not always called active
# IMP-1 inhibitor – inhibitors of Pseudomonas aeruginosa IMP-1 metallo-beta-lactamase. purified IMP-1, nitrocefin hydrolysis, epi-absorbance fluorescence. inhibition, % at 5.6 µM. hit rate 0.45% among 290,000. AID 1556;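 active means inhibition above the mean plus 3 SD of all compounds in the same screening run, cut at about 4.5% in these data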;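 further: 0% = IMP-1 with DMSO and 100% = DMSO wells lacking enzyme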
#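 assay system = purified recombinant IMP-1 metallo-beta-lactamase enzyme | schedule = 15 min preincubation plus 25 min reaction at 25 °C | signal = Epi-absorbance fluorescence, 480 nm excitation, 530 nm emission | read-out basis = percent inhibition from optical density relative to buffer-blank wells | controls = IMP-1 with DMSO as 0%, enzyme-free DMSO as 100%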
# FID counter – counter-screen for HCV NS3 helicase inhibitors: DNA intercalator displacement; inhibition, % at 7.9 µM; hit rate 0.17% among 290,000; DNA fluorescent intercalator displacement, fluorescence; in the data active means inhibition above about 37%;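 further: 0% = vehicle and 100% = reference compound; higher means more ethidium bromide displaced from hairpin DNA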
# VIM-2 inh – inhibitors of Pseudomonas aeruginosa VIM-2 metallo-beta-lactamase; inhibition, % at 5.6 µM; purified VIM-2, nitrocefin hydrolysis, epi-absorbance fluorescence; hit rate 0.89% among 290,000;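 active means inhibition above the mean of all tested compounds plus 3 SD, cutoff set per screening run, cut at about 7.5% in these data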;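 further: red hydrolysis product quenches plate fluorescence so inhibitors raise well fluorescence; 0% = enzyme with DMSO and 100% = DMSO without enzyme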
# HCV NS3 hel inh – HCV NS3 helicase inhibition. hit rate 0.56% among 290,000. inhibition, % at 10.9 µM. AID 1800. NS3 helicase DNA unwinding, Cy5 molecular beacon fluorescence;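 active means inhibition above the mean of all tested compounds plus 3 SD, set per campaign, cut at about 35% in these data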;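 further: 0% = DMSO wells and 100% = thioflavine S control wells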
#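 Compound dosing – single dose, 10.9 µM nominal final, DMSO 0.8% final · System – NS3 helicase fragment of HCV · Buffer or medium – MOPS pH 6.5, MgCl2, DTT, Tween20, BSA · Signal – Cy5 beacon fluorescence read at start and 1 h · Also added – annealed dual-labelled DNA beacon duplex, ATP-started · Schedule – 1 h at 25 °C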
# pCIP destab – p/CIP protein destabilization; decrease of EGFP signal, % at 10 µM; F442A p/CIP-EGFP cells, EGFP fluorescence, 16 h; Q05BA5; AID 1984; hit rate 0.01% among 290,000;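 active means EGFP signal decrease of at least 30% at 10 µM or well 3 SD below plate mean, unless failing retest; inactive means the rest, including hits failing retest or dose response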; further: some compounds called inactive have numbers as strong as hits; many of its hits are not listed in these tables
# MEKK3 PB1 HTS – modulators (inhibitors or enhancers) of MEK5 binding to human MEKK3 PB1 domain; Q99759; bead-based flow cytometry, Alexa488-MEK5 binding to MEKK3; actives lie on both sides; 0 = blocked by unlabeled MEK5, 100 = vehicle; binding response (% of control), % at 10 µM; hit rate 1.4% among 290,000; AID 1529;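 active means binding response more than 3 SD above or below the average of its plate-row segment, actives on both sides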;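 further: Alexa488 bead fluorescence after subtracting the streptavidin-only scavenger bead signal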
# PHOSPHO1 block – PHOSPHO1 (human) inhibition; recombinant PHOSPHO1, absorbance phosphatase assay; inhibition, % at 13.3 µM; AID 1565; hit rate 1.1% among 290,000; Q8TCT1; in the data active means inhibition above about 60%
# Active calls of the source: *; . = no result given; [ ] = dose if it differs, or a comment. Not all compounds are listed. The share of hits here may be higher or lower than overall.
compound,PHOSPHO1 block,IMP-1 inhibitor,IDE act,pCIP destab,MEKK3 PB1 HTS,VIM-2 inh,FID counter,SUMO HTRF inh,HCV NS3 hel inh
CCCCc1ccc(NC(=S)Nc2ccc(Nc3ccc(OC)cc3)cc2)cc1,44,-3.5,9,-2,104,-1.7,-1,-8,-29
CCn1cc(NC(=O)Nc2ccccc2C(=O)OC)c(C(N)=O)n1,14,-2.7,9,-4,97,-1.7,-7,15,-4
CCn1c(C)c(C(C)=O)c(N2CCN(c3ccc(OC)cc3)CC2)nc1=S,-21,-2.4,0,-29,105,1.7,-8,26,12
O=C(NCc1ccccc1)C1CCCN1S(=O)(=O)c1ccc(Cl)cc1 (stereo not given),.,-0.3,1,-14,102,-1.0,-8,9,-7
Cn1c(SCc2cccc3ccccc23)nnc1-c1ccco1,6,-3.0,-1,-20,107,-0.5,-23,3,-2
CCOC(=O)Cn1c(=O)oc2cc(S(=O)(=O)N3CCN(c4ccccn4)CC3)ccc21,-19,-6.4,3,5,111,-5.5,-3,17,8
O=C(c1ccc(Br)o1)N(c1ccccn1)C1CCCCC1,7,-3.3,-3,-6,131*,-3.2,-10,24,2
CSc1nnc(-c2ccc(O)cc2)n1C,-30,-1.3,7,-6,106,0.4,1,-1,1
COc1ccc(N(CC(=O)N2CCCC2)S(C)(=O)=O)cc1,36,-0.4,4,-14,102,-0.2,-2,18,8
O=Cc1ccc(-c2ccccc2C(=O)O)o1,44,-2.6,1,-20,108,-3.7,10,17,-1
Cc1ccc(CNC(=O)c2c(C)cc(=O)oc2C)cc1,-4,0.0,3,-3,104,-3.3,2,13,3
COc1cc(/C=N/N2C(=O)CSC2=S)cc(Br)c1O,-98,-4.2,-95,-13,103,2.8,4,34,9
CCc1cccc(NC(=O)Cn2cccc2)c1,-2,-4.1,6,-4,107,-2.0,8,16,10
O=C(COC(=O)CNS(=O)(=O)c1ccc(Br)cc1Cl)NCCc1ccccc1,46,-3.4,-1,4,92,-2.8,-28,0,-2
COc1cc2nc(Nc3ccc(C)c(Cl)c3)nc(N)c2cc1OC,23,-4.7,-2,-6,105,-2.8,19,-14,-80
CC(=O)Nc1cccc(C(=O)OCc2ccc([N+](=O)[O-])cc2)c1,-16,-2.0,3,-2,98,-0.1,4,8,3
Cc1cc(C(C)C)n2c(nc3ccccc32)c1C#N,-22,-0.3,.,16,101,1.3,-3,14,3
O=[N+]([O-])c1cc(S(=O)(=O)N2CCCC2)ccc1N/N=C1/CCCc2ccccc21,8,-3.5,6,-10,99,-0.4,0,0,8
CCOC(=O)CC1C(=O)NCCN1c1nc2ccc(C)cn2c(=O)c1/C=C1\SC(=S)N(CC(C)C)C1=O (stereo not given),28,-1.5,-186,-638,94,-1.2,-5,13,-8
COC(=O)C1Sc2[nH]c(=O)sc2C2c3ccccc3OC(=O)C12 (stereo not given),22,0.5,1,-17,100,-0.6,-9,-4,-6
Cn1nccc1C(=O)N1CCN(c2cccc(C(F)(F)F)c2)CC1,4,-3.2,3,-10,104,-2.7,-25,5,11
Cc1nccn1CC(O)COc1ccc(Cl)cc1Cl (stereo not given),40,-2.7,3,-9,104,-0.4,9,5,0
CC1=CC(=O)C(C(C)C)=C/C1=N\OC(=O)c1cccc2nc(C)oc12,-1,-1.9,4,-8,101,-0.5,7,11,5
C=CCc1cccc2cc(C(=O)N3CCN(C(=O)c4ccccc4)CC3)c(=O)oc12,10,-2.7,-2,-8,101,-2.0,-39,4,24
COc1ccc(/C=N/NC(=O)c2cc(O)c(O)c(O)c2)cc1Cn1cc([N+](=O)[O-])cn1,44,-2.8,-10,-1,113,-0.7,-3,28,7
O=c1c(-c2cccc3ccccc23)[n+]([O-])c2ccccc2n1O,-1,-0.1,4,-10,110,1.3,-31,27,11
CN(C)CCCN(C(=O)c1ccc(S(=O)(=O)N(C)C2CCCCC2)cc1)c1nc2ccc(F)cc2s1,22,-1.4,7,-6,107,-2.3,36,5,-33
CCN1CCN(C(=O)c2nn(-c3ccccc3)c(=O)c3ccccc23)CC1,-1,-3.1,1,-2,96,-1.0,0,19,-2
COc1ccc(-c2ccc(=O)n(Cc3ccccc3)n2)cc1,.,-3.3,2,-16,104,-0.3,-23,16,-12
O=C(COC(=O)c1ccccc1Oc1ccccc1)NC1CCS(=O)(=O)C1 (stereo not given),-10,-2.9,1,-16,91,-3.7,-8,22,-2
COc1ccccc1-c1nc(S(=O)(=O)c2ccc(Cl)cc2)c(N(C)C)o1,16,-1.7,1,2,100,-2.4,2,2,3
Cc1cc(-c2n[nH]c(=S)n2Cc2ccco2)nn1C,-29,-3.1,1,0,100,-0.8,-7,6,-4
Cc1cc(C)cc(N(C(=O)C2CCCC2)C2C=CS(=O)(=O)C2)c1 (stereo not given),16,-3.7,-4,-5,76*[inhibitor],-4.6,-27,-9,3
Cc1ccc(C)c(S(=O)(=O)Nc2cc(SCC(=O)O)c(O)c3ccccc23)c1,71*,0.7,-21,-7,103,1.1,-9,80,17
CCCCCCSc1nnc(N)s1,52,-0.4,2,3,102,-1.4,-2,0,-8
O=C(CN(C1CCCCC1)S(=O)(=O)c1ccccc1)N1CCCC1,-17,-1.3,3,8,109,-1.5,-18,-3,4
CCCn1c(SCC(=O)NC)nnc1C(C)C,-3,-1.1,9,1,98,-4.8,-2,6,-11
CCOc1nc(-c2ccccc2O)nc2ccccc12,10,-0.3,5,-1,90,-6.5,-2,0,-11
C/C(=N/NC(=O)c1ccc(Cn2cccn2)o1)c1cccc(NC(=O)c2ccncc2)c1,.,-2.0,1,0,104,-3.8,-19,17,7
Cc1nn2c(-c3ccc(F)cc3)ccnc2c1Cl,34,-2.2,2,-12,106,59*,-11,15,-4

# Looked up above:
# For HCV NS3 hel inh, `COc1ccc(N(CC(=O)N2CCCC2)S(C)(=O)=O)cc1` shows 8
# For IMP-1 inhibitor, `COc1ccc(-c2ccc(=O)n(Cc3ccccc3)n2)cc1` shows -3.3

# The listing continues.
compound,PHOSPHO1 block,IMP-1 inhibitor,IDE act,pCIP destab,MEKK3 PB1 HTS,VIM-2 inh,FID counter,SUMO HTRF inh,HCV NS3 hel inh
COc1ccc(CNC(=O)Cc2ccc(NC(=O)C3=C(C)OCCS3)cc2)cc1,15,-0.1,4,5,100,-5.7,-37,0,8
CN1CCN(S(=O)(=O)c2ccc(NC(=S)NC(=O)C3CCCC3)cc2)CC1,10,-2.5,4,-8,107,-3.1,7,-11,-10
Cc1cccc(Nc2nc(N)nc(CN3CCN(C)CC3)n2)c1,2,-2.9,8,-17,101,-5.3,-1,0,1
NC1CCN(c2c(F)cc3c(=O)c(C(=O)O)cn(C4CC4)c3c2Cl)C1 (stereo not given),53,-2.8,-3,-3,98,0.3,-1,10,-13
CCC(C(=O)NC1CCCC1)N(C(=O)Cn1nnc(-c2ccc(C)o2)n1)c1cccc(OC)c1 (stereo not given),18,-4.7,-3,-14,98,-2.0,-44,5,12
CCOc1cc2[nH]c(=O)n(CCC(=O)NCCc3ccccc3)c(=O)c2cc1OCC,18,-2.2,9,-4,101,-1.4,-4,13,-1
N#Cc1c(N)n(CCNC(=O)c2cccs2)c2nc3ccccc3nc12,-18,-4.7,1,-3,92,1.7,-3,44,4
CO/N=C/c1ccc(N2CCCC2)c([N+](=O)[O-])c1,20,0.8,1,-6,92,1.8,3,5,3
Cc1ccc(-c2c(C(=O)N/N=C/c3cccs3)nnn2-c2nonc2N)cc1,-15,-1.1,4,-1,99,-2.8,-18,-3,2
O=C(Nc1ccccc1Cl)OCc1cncs1,43,-3.1,-7,0,99,-1.8,0,19,15
COc1ccc(-c2cc(C(=O)NNC(=S)NC(=O)c3c(-c4ccccc4)noc3C)[nH]n2)cc1,-121,-3.8,0,-1,104,-5.3,-23,-129,27
Cc1ccc(S(=O)(=O)N(C)c2ccc(OCC(=O)OCc3c(C)noc3C)cc2)cc1,-19,-1.1,2,3,89,0.2,-28,-11,-13
CC(=O)Nc1ccc(NC(=O)CCC(=O)Oc2ccc(C)cc2)cc1,.,-4.7,3,1,97,-1.6,-4,-9,7
COc1cc([C@@H]2c3cc4c(cc3[C@@H](O)[C@H]3COC(=O)[C@H]23)OCO4)cc(OC)c1O[Si](C)(C)C(C)(C)C,26,.,6,5,78,.,.,-66,.
CC(C)(C)OC(=O)N[C@@H](Cc1c[nH]c2ccccc12)c1nnc(SCC(N)=O)o1,59,-2.7,0,3,103,-1.8,-17,17,0
Cc1ccc(-n2nc3c(c2NC(=O)c2cccs2)CSC3)cc1,31,0.0,7,-4,.,-0.2,10,24,-8
COc1ccc(/C=N/NC(=O)c2ccoc2C)cc1O,1,-1.0,1,-18,101,0.2,-10,4,4
CC(C)CC(=O)Nc1ccc(C(=O)Nc2cccc(O)c2)cc1,50,-1.2,8,4,100,1.0,1,8,11
CC1CCN(S(=O)(=O)c2ccc(N=NC3=C(O)CC(C)(C)CC3=O)cc2)CC1,-1,-2.1,2,-16,99,0.4,-7,-11,6
CC(=O)Nc1ccc(NC(=O)c2ccc(COc3ccc4c(C)cc(=O)oc4c3)cc2)cc1,-1,-3.4,.,-8,101,-1.1,-3,23,6
CC(C)(Oc1cccc2ccccc12)C(=O)O,-7,-0.1,5,-26,97,2.4,-3,19,1
O=S(=O)(c1ccccc1)c1cnn2c(C(F)(F)F)cc(-c3ccc(F)cc3)nc12,32,-1.7,7,-1,99,-2.1,6,23,7
Cc1cc(OCC(=O)NC2CCCCC2)ccc1Cl,-2,-2.5,1,-2,147*,-1.2,-22,-10,11
O=C(OCC(=O)N1CCCC1)c1ccc(Cl)c([N+](=O)[O-])c1,31,-4.9,1,-13,96,-3.9,-2,11,7
COc1cc(OC)c(S(=O)(=O)Nc2ccc(C)cn2)cc1NC(C)=O,-2,0.7,-3,-15,124,0.5,-7,-1,4
Cc1cc(C)c2oc(=O)cc(CN3CCCCC3)c2c1,20,-1.2,2,0,106,1.1,-10,1,-3
CC1CCN(S(=O)(=O)N2CCCC(C(=O)NCc3ccccc3Cl)C2)CC1 (stereo not given),20,1.4,-1,-6,102,-1.8,-38,-2,0
CCOC(=O)C1=C(C)N(CCCC(=O)O)C(=O)NC1c1ccc([N+](=O)[O-])cc1 (stereo not given),4,-2.1,-3,-6,105,-3.7,-2,28,-3
Oc1cccc(Nc2nc(-c3ccccc3Cl)nc3ccccc23)c1,48,-3.2,4,-2,106,-4.9,-11,2,-18
CCn1c2ccccc2c2cc(/C=N/NC(=O)c3ccc(O)cc3)ccc21,-4,-2.2,-5,-9,102,-3.7,-9,3,8
